PGC1a acetyl inh: inhibitors of PGC1a acetylation signal, primary screen, cell-based, U2OS, AlphaScreen, inhibitor mode. AlphaScreen anti-acetyl-lysine; with virally co-expressed GCN5 acetyltransferase. inhibition, % at 15.6 µM. 350,000 compounds, 0.17% hits;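 active means every replicate shows inhibition of at least 40%; inconclusive means mean inhibition at least 40% but some replicate below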;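 further: 0% = neutral control wells and 100% = positive control wells; some results beyond the cut were filed as inactive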
PglD DTNB: C. jejuni PglD acetyltransferase inhibitors, primary screen, biochemical, DTNB colorimetric, single point. purified PglD enzyme, DTNB colorimetric CoA detection. inhibition, % at 12.5 µM. 360,000 compounds, 0.098% hits. AID 602405, 2012; in the data active means inhibition above about 16%, passing the limit was not always enough; inconclusive means no clear call, values can overlap the other calls; further: strong numbers were not always called active
ARNT-TACC3 inh: disruptors of ARNT/TACC3 protein interaction, primary screen, biochemical, AlphaScreen, single concentration. AlphaScreen His-ARNT PAS-B/GST-TACC3 binding, luminescence; TACC3 fragment carries E629A point mutation. 390,000 compounds, 0.66% hits. inhibition, % at 9.99 µM. AID 623870, 2012;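 active means mean inhibition of replicates at least 50% and at least half of replicates each reaching 50%; inconclusive means half or more replicates reach 50% but mean below 50%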;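 further: 0% = complete ARNT plus TACC3 wells and 100% = ARNT alone without TACC3; many hits fall short of the cut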
INS-1E GSIS act: GLuc luminescence reporter in INS-1E cells, primary screen for activators of glucose-dependent secretion of insulin; INS-1E GLuc reporter insulin secretion, 2-3 h; activation, % at 16.6 µM; 370,000 compounds, 0.61% hits; AID 743287, 2014;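 active means lowest replicate activation of at least 40%, so every replicate reaches that level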;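 further: 0% = median of neutral control wells and 100% = median of IBMX positive control wells; some compounds called inactive have numbers as strong as hits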
LGR2 inh: inhibitors of bursicon-induced LGR2 CRE-luciferase signal, primary screen, cell-based, HEK293, CRE-luciferase reporter, bursicon stimulation. Drosophila bursicon receptor LGR2 (rickets). bursicon-stimulated, 4 h. inhibition, % at 9.99 µM. 380,000 compounds, 0.35% hits. AID 720647, 2013;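 active means drop in luminescence signal, shown as inhibition above about 50% in the replicate tests, limit read from the data, passing the limit was not always enough; inconclusive means probably only some replicates passing the limit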;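 further: agonist challenge used bursicon conditioned medium at about half maximal strength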
Statin myotox sup: suppressors of statin myotoxicity in C2C12 myotubes, primary screen, cell-based, single point, plate reader | C2C12 myotubes + simvastatin, ATP luminescence, 48 h; scaled: DMSO 0, geranylgeraniol control 100 | rescue of ATP level, % at 7.49 µM | 330,000 compounds, 0.78% hits;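 active means mean ATP rescue above about 67%, or every replicate alone reaching that limit, limit read from the data, passing the limit was not always enough; inconclusive means no clear call, values can overlap the other calls; inactive means mean under the limit and some replicate under it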;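 further: myotubes were challenged with 10 µM simvastatin during compound exposure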
Cneo AK release: Cryptococcus neoformans cell lysis inducers, primary screen, AK release luminescence, single concentration; C. neoformans lysis, adenylate kinase release luminescence, 4 h; normalised: neutral wells 0, clomiphene wells 100; lysis activity, % at 15 µM; 360,000 compounds, 0.2% hits; AID 651654, 2012;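 active means mean lysis activity across replicates of at least 80%, whatever share of replicates individually reach that level; inactive means mean lysis activity below 80%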
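Assay system: Cryptococcus neoformans yeast cells / Dosing: single-point compound dose / Timing: 4 h at 37 °C static, read 1 h later / Measured by: luminescence of released adenylate kinase using an AK detection reagent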
PAX8 inh HTS: inhibitors of PAX8-driven TPO luciferase reporter, primary screen, RMG-I cells, single concentration; SteadyGlo, 24 h; inhibition, % at 12.6 µM; 360,000 compounds, 1.2% hits; AID 652154, 2013;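 active means mean replicate inhibition at least 60% with every replicate also reaching 60%; inconclusive means only one of the two criteria is met; inactive means mean below 60% and not all replicates reaching 60%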;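 further: luciferase light reporting Pax8 driven TPO promoter activity; plate controls were median of neutral control wells for no effect and mitoxantrone controls for full effect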
Starred values were filed as active, the others as inactive; & = joins results of further samples.

CCN1CCC(n2nccc2NC(=O)c2ccccc2Cl)CC1 was read as PGC1a acetyl inh 0, PglD DTNB 5, INS-1E GSIS act -4, LGR2 inh 11, Statin myotox sup 2, Cneo AK release -1 and PAX8 inh HTS -19.
`C[C@@H]1CN([C@H](C)CO)C(=O)c2cc(NC(=O)c3ccncc3)ccc2O[C@@H](C)CCCCO[C@@H]1CN(C)Cc1ccc(C(F)(F)F)cc1` gave PglD DTNB -2, ARNT-TACC3 inh 1, INS-1E GSIS act -16, LGR2 inh 5, Statin myotox sup inconclusive, Cneo AK release 0 and PAX8 inh HTS 24.
Screening Cc1ccc(CN(C)C[C@H]2OCc3cnnn3CCCC(=O)N([C@H](C)CO)C[C@@H]2C)cc1 returned PGC1a acetyl inh -2&4, PglD DTNB -2, ARNT-TACC3 inh -7, INS-1E GSIS act -2&7, LGR2 inh 1&16, Statin myotox sup 8&7, Cneo AK release -2 and PAX8 inh HTS 9&-7&3.
For CC(C)c1ccc(S(=O)(=O)N2CCN(CC(=O)Nc3ccc4c(c3)OCO4)CC2)cc1 the results were PGC1a acetyl inh -5, PglD DTNB 11, ARNT-TACC3 inh 4, Statin myotox sup 41 and Cneo AK release 2.
Screening COc1cccc(C#Cc2ccc([C@@H]3[C@H](C#N)N(C(=O)C4CCCC4)[C@H]3CO)cc2)c1 returned PGC1a acetyl inh -24, INS-1E GSIS act -37, LGR2 inh -12 and PAX8 inh HTS 23.
`O=C(c1cc2nc(-c3ccc(F)cc3)cc(C(F)(F)F)n2n1)N1CCOCC1` gave PGC1a acetyl inh 4, PglD DTNB -7, ARNT-TACC3 inh -13, Statin myotox sup 11 and Cneo AK release -1.
Screening CN1C(=O)c2ccc(C(=O)Nc3nccs3)cc2C1=O returned PGC1a acetyl inh 5, ARNT-TACC3 inh 2, INS-1E GSIS act 22, LGR2 inh 0, Statin myotox sup 20 and PAX8 inh HTS 9.
`C[C@H]1CCCCO[C@@H](CN(C)C(=O)CCC(F)(F)F)[C@@H](C)CN([C@@H](C)CO)C(=O)c2cc(NC(=O)c3ccccc3)ccc2O1` gave PGC1a acetyl inh 9, PglD DTNB 5, ARNT-TACC3 inh 0, INS-1E GSIS act -25, LGR2 inh -3, Cneo AK release 0 and PAX8 inh HTS -6.
`CC(C)=N/N=C(/c1ccc([N+](=O)[O-])cc1)C12CN3CN(CN(C3)C1)C2` gave ARNT-TACC3 inh 9, INS-1E GSIS act 10, LGR2 inh 17 and PAX8 inh HTS 4.
`CCC(=O)Nc1ccc(C(=O)NNC(=O)C2CCCCC2)cc1` gave PglD DTNB 8, ARNT-TACC3 inh -3, INS-1E GSIS act 12, LGR2 inh 3, Statin myotox sup -4, Cneo AK release 1 and PAX8 inh HTS -1.
For COc1cccc(S(=O)(=O)NCc2ccc(C(=O)N3CCN(c4ccccc4OC)CC3)cc2)c1 the results were PglD DTNB 5, ARNT-TACC3 inh -14, INS-1E GSIS act -4, LGR2 inh -3, Statin myotox sup 2, Cneo AK release 5 and PAX8 inh HTS 7.
For Cc1cccnc1C(c1ccc(F)cc1)N(C)C(=O)C1CCN(CCCOc2ccc(F)cc2)CC1 (stereo unspecified) the results were PglD DTNB -1, LGR2 inh -8, Statin myotox sup 0, Cneo AK release 1 and PAX8 inh HTS 3.
O=C(CS(=O)(=O)c1ccc(Cl)c(Cl)c1)Nc1ccccc1Cl was read as PGC1a acetyl inh 5, ARNT-TACC3 inh -31, Statin myotox sup 1 and Cneo AK release 0.
For Cc1ccc(C(=O)NCCCN2CCOCC2)cc1S(=O)(=O)N1CCCCC1 the results were PGC1a acetyl inh -5, PglD DTNB -3, ARNT-TACC3 inh -9, INS-1E GSIS act 6, LGR2 inh -12, Statin myotox sup -11, Cneo AK release 0 and PAX8 inh HTS 9.
Screening COc1ccccc1C#Cc1ccc([C@@H]2[C@@H](CO)N3CCCCN(C(=O)C4CCC4)C[C@H]23)cc1 returned PGC1a acetyl inh -6, PglD DTNB -2, ARNT-TACC3 inh 14, INS-1E GSIS act -5, LGR2 inh -23, Statin myotox sup -27, Cneo AK release 12 and PAX8 inh HTS -18.
`COCCN(CCOC)S(=O)(=O)c1ccc(C(=O)Nc2ccc(S(=O)(=O)Nc3nccc(C)n3)cc2)cc1` gave ARNT-TACC3 inh 0, INS-1E GSIS act 1, LGR2 inh 12 and PAX8 inh HTS -7.
For Cc1ccc(N(CC(=O)NC2CCCC2)C(=O)CCC(=O)Nc2nccs2)cc1C the results were PglD DTNB -5, ARNT-TACC3 inh 0, INS-1E GSIS act 0, LGR2 inh 4, Statin myotox sup 5, Cneo AK release 2 and PAX8 inh HTS 4.
`CCOC(=O)C1CCN(C(=O)Nc2ccc(C)c(Cl)c2)CC1` gave PglD DTNB -5, ARNT-TACC3 inh -30, INS-1E GSIS act 4, LGR2 inh -2, Statin myotox sup 16, Cneo AK release 1 and PAX8 inh HTS 16.
COc1cc(C(CCN2CCCC(C)C2)c2c(OC)cc(OC)c3c2OC(=O)CC3c2ccc(N(C)C)cc2)cc(OC)c1OC (stereo unspecified) was read as PglD DTNB -6, ARNT-TACC3 inh 35, Statin myotox sup 28 and Cneo AK release 20.
Screening COc1ccc(NC(=O)Nc2ccc3c(c2)CC(=O)N([C@@H](C)CO)C[C@H](C)[C@@H](CN(C)Cc2ccc(C(=O)Nc4ccccc4N)cc2)O3)cc1 returned PGC1a acetyl inh 2, INS-1E GSIS act 3, LGR2 inh 0 and PAX8 inh HTS -4.
`O=S(=O)(Nc1n[nH]c(C(F)(F)F)n1)c1ccccc1` gave PGC1a acetyl inh 8, PglD DTNB -4, ARNT-TACC3 inh -3, INS-1E GSIS act 4, LGR2 inh -1, Statin myotox sup 1, Cneo AK release 2 and PAX8 inh HTS 27.
For CC(C)C(=O)Nc1ccc(N2CCN(C(=O)c3cccs3)CC2)cc1 the results were PGC1a acetyl inh 4, PglD DTNB -2, ARNT-TACC3 inh 4, INS-1E GSIS act -1, Statin myotox sup -3, Cneo AK release -6 and PAX8 inh HTS -10.
O=[N+]([O-])c1ccc(N/N=C\c2cccn2-c2ccccc2)nc1 was read as PGC1a acetyl inh -17, PglD DTNB -25, ARNT-TACC3 inh 29, INS-1E GSIS act -33, LGR2 inh -9, Statin myotox sup 27 and Cneo AK release 0.
CO[C@H]1CC[C@H]2CCN(C)C(=O)[C@H](C)CN(C)C(=O)c3cccc(C#N)c3OC[C@H]1O2 was read as PglD DTNB -1, ARNT-TACC3 inh -1, INS-1E GSIS act -2, LGR2 inh 2, Statin myotox sup 7, Cneo AK release 48 and PAX8 inh HTS 9.
`CCC1Oc2ccccc2N(CC(=O)N2CC(C)CC(C)C2)C1=O` (stereo unspecified) gave PGC1a acetyl inh 3, PglD DTNB 10, INS-1E GSIS act -10, LGR2 inh 8, Statin myotox sup 3, Cneo AK release 0 and PAX8 inh HTS -17.
For CCCCN(CCCC)CCCNC(=O)CC1Oc2ccc(C)cc2NC1=O (stereo unspecified) the results were PGC1a acetyl inh -13, ARNT-TACC3 inh -27, INS-1E GSIS act -2, LGR2 inh 11 and Statin myotox sup 0.
For COc1cc(CCC(=O)Nc2ccc(S(=O)(=O)N3CCOCC3)cc2)cc(OC)c1OC the results were PGC1a acetyl inh 2, PglD DTNB 0, INS-1E GSIS act -6, LGR2 inh -4, Statin myotox sup -5, Cneo AK release -1 and PAX8 inh HTS -6.
`CC(=O)Nc1ccc(C(=O)Nc2cc(C)on2)cc1` gave PGC1a acetyl inh -8, PglD DTNB 1, ARNT-TACC3 inh -3, INS-1E GSIS act 7, LGR2 inh -16, Statin myotox sup -17, Cneo AK release 0 and PAX8 inh HTS -27.
COCC#Cc1ccc2c(c1)O[C@H](CN(C)S(=O)(=O)c1ccc(OC)cc1)[C@H](C)CN([C@@H](C)CO)S2(=O)=O was read as PGC1a acetyl inh 0, PglD DTNB 0, ARNT-TACC3 inh 5, INS-1E GSIS act -8, LGR2 inh 3, Statin myotox sup -7, Cneo AK release -3 and PAX8 inh HTS 6.
For C[C@@H]1CCCCO[C@@H](CN(C)S(=O)(=O)c2ccc(F)cc2)[C@H](C)CN([C@@H](C)CO)C(=O)c2cc(NS(=O)(=O)c3cn(C)cn3)ccc2O1 the results were PGC1a acetyl inh -4, PglD DTNB -4, ARNT-TACC3 inh 1, INS-1E GSIS act 15, LGR2 inh -8, Cneo AK release 0 and PAX8 inh HTS 2.
`CCCC(=O)Nc1cccc(NC(=O)c2ccc(C)c([N+](=O)[O-])c2)c1` gave PGC1a acetyl inh 6, PglD DTNB -8, ARNT-TACC3 inh 7, INS-1E GSIS act -9, LGR2 inh -11, Statin myotox sup -33 and Cneo AK release -2.
`CC(C)NC(=O)Nc1ccc2c(c1)C(=O)N([C@H](C)CO)C[C@@H](C)[C@H](CN(C)Cc1ccccc1)OCCCC[C@@H](C)O2` gave PGC1a acetyl inh -10, PglD DTNB 4, ARNT-TACC3 inh -5, INS-1E GSIS act 0, LGR2 inh -3, Statin myotox sup -32, Cneo AK release 40 and PAX8 inh HTS 13.
For O=C(CC(F)(F)F)N1C[C@@H]2[C@H](c3ccccc31)[C@@H](CO)N2C(=O)c1cccnc1 the results were PGC1a acetyl inh 10, PglD DTNB -4, ARNT-TACC3 inh 6, INS-1E GSIS act 9, LGR2 inh -4, Statin myotox sup -2, Cneo AK release -1 and PAX8 inh HTS -27.
`CCN1C(=O)c2ccc(C(=O)Nc3c(C)cc(C)cc3C)cc2C1=O` gave PGC1a acetyl inh 4, PglD DTNB 3, ARNT-TACC3 inh -6, INS-1E GSIS act -5, LGR2 inh 0, Statin myotox sup 6, Cneo AK release 3 and PAX8 inh HTS 8.
`CC(=O)N/C(=N/c1nc(C)cc(C)n1)Nc1ccc(C)cc1Cl` gave PGC1a acetyl inh -1, PglD DTNB 6, ARNT-TACC3 inh 1, INS-1E GSIS act -5, LGR2 inh -5, Statin myotox sup -4, Cneo AK release 4 and PAX8 inh HTS -10.
O=[N+]([O-])c1ccc(O)c(/C=N/Nc2ccccc2[N+](=O)[O-])c1 was read as PGC1a acetyl inh 27, PglD DTNB -3, ARNT-TACC3 inh -5, INS-1E GSIS act 19, LGR2 inh -5, Statin myotox sup -14, Cneo AK release -4 and PAX8 inh HTS 10.
C[C@H](CO)N1C[C@H](C)[C@@H](CN(C)S(=O)(=O)c2ccc(Cl)cc2)Oc2ccc(NC(=O)c3ccncc3)cc2C1=O was read as PGC1a acetyl inh 0, PglD DTNB 2, ARNT-TACC3 inh 7, INS-1E GSIS act 4, LGR2 inh 22, Statin myotox sup -8, Cneo AK release 56 and PAX8 inh HTS -6.
`CN(C)CC(=O)N[C@H]1C=C[C@H](CC(=O)NCc2ccc(Cl)cc2)O[C@@H]1CO` gave PGC1a acetyl inh 9, PglD DTNB 0, ARNT-TACC3 inh 3, INS-1E GSIS act 3, LGR2 inh -7, Statin myotox sup -3, Cneo AK release 0 and PAX8 inh HTS -1.

Source: PubChem BioAssay (Broad Institute)
